LYPLA1 counter = blocks human lysophospholipase 1, a PME1 counter-screen. O75608. recombinant LYPLA1, FP-Rh probe fluorescence polarization. inhibition, % at 5.9 µM. 320,000 compounds, 0.16% hits. AID 2174;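 active = inhibition above the mean of all tested compounds plus 3 SD, set per campaign, cut at about 14% in these data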;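 also: inhibitors block serine hydrolase probe labeling of LYPLA1 so polarization falls; 0% = enzyme with DMSO and 100% = wells lacking LYPLA1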
Target sequence (O75608 whole entry, looked up): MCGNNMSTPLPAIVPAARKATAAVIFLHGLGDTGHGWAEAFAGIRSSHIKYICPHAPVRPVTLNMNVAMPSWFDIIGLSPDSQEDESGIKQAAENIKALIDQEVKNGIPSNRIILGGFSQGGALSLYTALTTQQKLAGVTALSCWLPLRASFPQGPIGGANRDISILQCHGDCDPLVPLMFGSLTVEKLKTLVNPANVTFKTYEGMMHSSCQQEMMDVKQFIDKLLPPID
PREPL inhibitor = inhibitors of human prolyl oligopeptidase-like enzyme PREPL | Q4J6C6 | recombinant PREPL, fluorescence polarization activity-based probe | inhibition, % at 5.96 µM | 320,000 compounds, 0.68% hits | AID 2751; in the data active = inhibition above about 43%;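 also: 0% = enzyme with DMSO and 100% = wells lacking enzyme; many of its hits are not listed in these tables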
LYPLA2 counter = LYPLA2 (human) inhibition in PME1 counter-screen; O95372; recombinant LYPLA2, FP-Rh probe fluorescence polarization; inhibition, % at 5.9 µM; 320,000 compounds, 0.38% hits;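 active = inhibition above the screen-wide mean plus 3 SD, limit set per campaign, cut at about 26% in these data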;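 also: 0% = LYPLA2 with DMSO and 100% = wells lacking LYPLA2 enzyme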
pPAFAH inh = inhibitors of human plasma PAF acetylhydrolase (pPAFAH); recombinant pPAFAH, FP-rhodamine probe fluorescence polarization; inhibition, % at 3.39 µM; 330,000 compounds, 1.5% hits; AID 463082;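 active = inhibition above the mean inhibition across the screen plus 3 SD, cut at about 25% in these data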;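 also: inhibitors block binding of the rhodamine activity-based probe so polarization drops; 0% = enzyme with DMSO and 100% = wells lacking pPAFAH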
GSTO1 counter = blocks human GSTO1 in RBBP9 counter-screen; P78417; recombinant GSTO1, activity-based probe fluorescence polarization; inhibition, % at 5.96 µM; 300,000 compounds, 1.1% hits;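 active = inhibition above the campaign mean inhibition plus 3 SD, cut at about 35% in these data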;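 also: 0% = GSTO1-1 with DMSO and 100% = wells lacking GSTO1-1 enzyme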
Target sequence (P78417 whole entry, looked up): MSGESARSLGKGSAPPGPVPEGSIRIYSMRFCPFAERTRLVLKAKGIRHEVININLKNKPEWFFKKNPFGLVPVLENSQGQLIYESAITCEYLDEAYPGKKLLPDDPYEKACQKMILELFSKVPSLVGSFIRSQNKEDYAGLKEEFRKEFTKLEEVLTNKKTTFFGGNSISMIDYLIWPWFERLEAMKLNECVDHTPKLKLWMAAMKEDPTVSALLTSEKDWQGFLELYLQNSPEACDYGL
PAD4 FP inh = PAD4 (human) enzyme inhibition; 330,000 compounds, 0.41% hits; Q9UM07; inhibition, % at 6.36 µM; recombinant PAD4, RCA probe fluorescence polarization;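 active = percent inhibition above a cutoff equal to the mean of all tested compounds plus 3 SD, cut at about 15% in these data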;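 also: 0% = PAD4 with RCA probe and DMSO and 100% = probe without PAD4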
PAFAH1B2 FP inh = inhibitors of human PAFAH1B2 | P68402 | recombinant PAFAH1B2, FP-rhodamine activity probe, fluorescence polarization | inhibition, % at 3.39 µM | 340,000 compounds, 1.2% hits | AID 492953;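 active = inhibition above the mean of all tested compounds plus 3 SD, cut at about 24% in these data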;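 also: 0% = enzyme with DMSO and 100% = wells lacking PAFAH1B2; many of its hits are not listed in these tables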
Target sequence (P68402 whole entry, looked up): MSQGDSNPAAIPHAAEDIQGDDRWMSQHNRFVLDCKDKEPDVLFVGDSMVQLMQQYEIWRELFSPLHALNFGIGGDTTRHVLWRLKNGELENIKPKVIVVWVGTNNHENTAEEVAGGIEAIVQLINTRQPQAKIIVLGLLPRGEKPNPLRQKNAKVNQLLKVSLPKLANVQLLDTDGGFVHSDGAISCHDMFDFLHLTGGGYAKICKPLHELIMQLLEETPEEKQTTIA
PAFAH1B3 inh = inhibitors of human PAFAH1B3. Q15102. recombinant PAFAH1B3, FP-rhodamine probe, fluorescence polarization. inhibition, % at 3.39 µM. 340,000 compounds, 0.28% hits;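 active = inhibition above the screen-wide average of all tested compounds plus 3 SD, cut at about 25% in these data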;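 also: 0% = enzyme with DMSO only and 100% = wells lacking PAFAH1B3 protein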
Target sequence (Q15102 whole entry, looked up): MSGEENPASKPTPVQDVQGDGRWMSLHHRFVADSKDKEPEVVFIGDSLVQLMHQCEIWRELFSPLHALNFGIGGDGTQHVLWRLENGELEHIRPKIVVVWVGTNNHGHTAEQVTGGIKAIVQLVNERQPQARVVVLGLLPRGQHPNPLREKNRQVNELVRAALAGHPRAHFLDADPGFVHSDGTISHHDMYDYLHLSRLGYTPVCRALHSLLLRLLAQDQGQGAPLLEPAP
PAFAH2 inh = inhibitors of human PAFAH2. Q99487. recombinant PAFAH2, FP-rhodamine activity probe, fluorescence polarization. inhibition, % at 3.39 µM. 340,000 compounds, 0.99% hits;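 active = inhibition above the mean over all tested compounds plus 3 SD, cut at about 30% in these data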;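 also: inhibitors block probe labeling of enzyme so polarization drops; 0% = enzyme with DMSO and 100% = wells lacking PAFAH2 protein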
Numbers without * were called inactive; · = not tested or not shown.

SMILES | LYPLA1 counter | PREPL inhibitor | LYPLA2 counter | pPAFAH inh | GSTO1 counter | PAD4 FP inh | PAFAH1B2 FP inh | PAFAH1B3 inh | PAFAH2 inh
N#CCCN(Cc1cccnc1)S(=O)(=O)c1ccc2ccccc2c1 | -4 | 6 | 4 | 3 | · | 5 | 1 | 3 | 4
CCOC(=O)C1CCCN(c2ncnc3c2cnn3-c2cccc(C)c2)C1 (centres undefined) | -1 | 3 | 3 | 4 | 4 | 3 | 3 | 4 | 6
CC1CCC(NC(=O)C2CC(=O)N(c3ccc4c(c3)OCCO4)C2)CC1 (centres undefined) | -2 | 3 | -3 | 1 | -5 | 5 | 7 | 7 | 4
CCN(CC(=O)Nc1ccccc1C(F)(F)F)C(=O)C1CCC1 | 1 | 7 | 2 | 5 | 4 | 3 | 8 | 4 | 4
O=C(O)c1cccc(N2C(=O)c3ccc4c5c(ccc(c35)C2=O)C(=O)N(c2cccc(C(=O)O)c2)C4=O)c1 | 4 | 5 | 6 | 12 | 22 | -1 | 8 | 6 | 4
CCc1ccc(CCC(=O)Nc2ccc(S(N)(=O)=O)cc2)o1 | 2 | -7 | -3 | -1 | -1 | -1 | 1 | 3 | 5
Cc1ccc(C)c(NC(=O)CCN2CCc3ccccc3C2)c1 | -1 | 9 | 2 | 3 | -7 | 2 | 1 | 2 | 1
CSCCC(NS(=O)(=O)c1ccc(C)cc1)C(=O)NC1CCCCCC1 (centres undefined) | 2 | 18 | 6 | -3 | 6 | -4 | 14 | 8 | 7
COc1ccc(C(C)(C)C)cc1NC(=O)CCN1C(=O)NC(C)(C)C1=O | · | 6 | · | -5 | · | -6 | 1 | 3 | 4
Cc1cc(C)c(S(=O)(=O)N2CCN(C(=O)c3cc(=O)[nH]c4ccccc34)CC2)c(C)c1 | -4 | -58 | 0 | 3 | · | -4 | -3 | 1 | -3
CC1=CCC2C(=O)N(c3ccccc3OC(=O)c3ccccc3F)C(=O)C2C1 (centres undefined) | 3 | 7 | -1 | -1 | 5 | 1 | -4 | 6 | 1
Cc1cccc2cc(CN(CCN3CCOCC3)C(=O)Nc3ccccc3F)c(=O)[nH]c12 | -1 | 11 | 1 | 5 | 2 | 7 | -1 | 5 | -1
NCCCCCC(=O)Nc1ccncc1 | 1 | -3 | 1 | 0 | -4 | 0 | 0 | -3 | 0
Cc1ccc(OC(=O)c2ccc(C)c(C)c2)cn1 | -4 | 25 | 0 | 3 | -2 | -4 | 1 | 10 | -1
Cc1nccn1C[C@@H]1CCc2c(c3ccccc3n2C)C1=O | 1 | 2 | 6 | -4 | 3 | 3 | 3 | -7 | -11
CCOC(=O)CNC(=O)CSc1nnnn1-c1ccc(C)c(C)c1 | -2 | 4 | -4 | -5 | 5 | -3 | -2 | 16 | -4
Cc1cc(C)n(C(=O)CCCCCCCC(=O)n2nc(C)cc2C)n1 | -2 | 2 | -10 | -1 | 4 | -5 | 8 | 6 | 1
C/C(=C\C(=O)c1cccnc1)Nc1ccc(C(=O)O)cc1 | 3 | 1 | -3 | 0 | 0 | 4 | 4 | 9 | -6
CCCCOCCCNC(=O)c1cccs1 | 3 | 19 | -1 | 4 | 12 | 6 | 1 | 7 | 16
COc1ccc(OCC(O)Cn2c(N3CCCCC3)nc3c2c(=O)[nH]c(=O)n3C)cc1 (centres undefined) | 2 | 19 | 5 | -6 | 7 | 0 | 8 | 3 | -8
Cc1cccc2sc(NC(=O)CCNS(=O)(=O)c3cccs3)nc12 | -4 | 0 | -4 | 4 | 3 | 1 | 1 | -6 | -3
Cc1ccc(C(=O)N2CCCC(Nc3ccc(F)cc3)C2)cc1C (centres undefined) | 2 | 20 | -1 | -5 | 7 | -2 | 18 | -3 | 3
COC(=O)c1ccc2[nH]ccc2c1 | -2 | 6 | -6 | 2 | 2 | -1 | 5 | 4 | -13
COc1ccccc1N1CCN(C2CC(=O)N(c3ccc(Cl)cc3)C2=O)CC1 (centres undefined) | 3 | 2 | 5 | -1 | 7 | 1 | 1 | 10 | 0
C[C@@]12C(=O)N(Cc3ccc(Cl)cc3)CC(=O)N1[C@H]1c3ccccc3OC[C@@H]1[C@@H]2c1ccccc1 | -2 | -9 | 1 | -3 | · | 2 | 5 | -1 | -7
Cc1ccc(NC(=O)Nc2ccc(F)cc2F)c(OC(F)F)c1 | 0 | 1 | 8 | 6 | 16 | -4 | 0 | -2 | 4
CCOc1ccc2oc(C(=O)OCC(=O)N3C(C)CCCC3C)c(C)c2c1 (centres undefined) | 4 | 4 | 8 | 4 | · | -5 | 3 | -2 | 3
CCC1=NN(C(=O)COc2ccccc2C)C(O)(c2ccncc2)C1 (centres undefined) | -4 | 4 | -8 | 3 | 4 | 1 | 1 | 0 | 8
CC(C)CC(NS(=O)(=O)c1ccc2c(c1)oc(=O)n2C)C(=O)NCc1cccnc1 (centres undefined) | -5 | -4 | -2 | -1 | 3 | 2 | 6 | 8 | 13
O=C(/C=C/c1ccc(Cl)cc1)NC1CCS(=O)(=O)C1 (centres undefined) | -1 | 0 | 0 | -3 | -4 | 0 | 1 | 0 | 4
Nn1cc(-c2ccccc2)nc1SCC(=O)N1CCN(S(=O)(=O)c2ccc3ccccc3c2)CC1 | -1 | 18 | 4 | 2 | -14 | 0 | 0 | -3 | 3
CC(C)NC(=O)c1ccc(COCC(F)(F)F)cc1 | 0 | 3 | 2 | 3 | 1 | -5 | 2 | -1 | -4
CS(=O)(=O)Nc1cccc(C2=NN(S(C)(=O)=O)C(c3ccc4c(c3)OCO4)C2)c1 (centres undefined) | -3 | -8 | 5 | -3 | 0 | -1 | 6 | 10 | 6
Cc1[nH][nH]c(=O)c1[C@@H](c1ccccc1[N+](=O)[O-])C(C#N)C#N | -3 | 10 | -9 | 2 | 12 | -13 | 5 | 4 | 8
COc1ccc2nc(NC(C)=O)sc2c1 | 0 | 3 | 5 | -1 | 3 | -2 | 5 | 13 | 7
CCCc1c(NC(=O)Nc2ccc(Cl)cc2Cl)cnn1-c1ccccc1 | 3 | 6 | 17 | -3 | 2 | 4 | · | · | ·
CCCCNC(=O)c1onc(CSc2ccccc2F)c1C(=O)O | 1 | -4 | 0 | 2 | -22 | -1 | 6 | 10 | 23
CCc1nnc(NS(=O)(=O)c2ccc(N=Cc3c(C)[nH]n(-c4cccc(Cl)c4)c3=O)cc2)s1 | -6 | 16 | 1 | -3 | -4 | -1 | 5 | 2 | 0
Cc1ccc(Nc2nc(-c3sc(C)nc3C)cs2)cc1 | 1 | 46* | 6 | 17 | 8 | 1 | 0 | -2 | 1
C=CCn1c(SCC(=O)NCC2CCCO2)nnc1-c1ccccc1 (centres undefined) | -2 | -6 | -2 | 4 | 1 | 0 | 1 | 6 | 3

One compound at a time, as listed above. Screens in order: LYPLA1 counter | PREPL inhibitor | LYPLA2 counter | pPAFAH inh | GSTO1 counter | PAD4 FP inh | PAFAH1B2 FP inh | PAFAH1B3 inh | PAFAH2 inh
CCc1nnc(NS(=O)(=O)c2ccc(N=Cc3c(C)[nH]n(-c4cccc(Cl)c4)c3=O)cc2)s1 is entered as -6 | 16 | 1 | -3 | -4 | -1 | 5 | 2 | 0
Cc1ccc(Nc2nc(-c3sc(C)nc3C)cs2)cc1 is entered as 1 | 46* | 6 | 17 | 8 | 1 | 0 | -2 | 1

Other compounds:
SMILES | LYPLA1 counter | PREPL inhibitor | LYPLA2 counter | pPAFAH inh | GSTO1 counter | PAD4 FP inh | PAFAH1B2 FP inh | PAFAH1B3 inh | PAFAH2 inh
O=C(COC(=O)c1cc([N+](=O)[O-])ccc1N1CCOCC1)c1ccc(Br)cc1 | -6 | 19 | -6 | 2 | 26 | -9 | 8 | 11 | -2
CCN(CC)CC(=O)Nc1ccc(-c2ccc(NC(=O)CN(CC)CC)c(OC)c2)cc1OC | -5 | 7 | 0 | 8 | -3 | 2 | 4 | 2 | 4
COCCn1c(=NC(=O)c2ccc3c(c2)OCCO3)sc2cc(S(N)(=O)=O)ccc21 | 0 | 6 | 0 | -3 | -5 | -2 | 4 | 3 | -3
CN1CCN(C(=S)NC(=O)/C=C/c2ccccc2)CC1 | 3 | 4 | 5 | 0 | -1 | -1 | 2 | 1 | 0
O=C1CCC/C=C/C[C@@H](CC(=O)N(CCO)Cc2ccccc2)C(=O)NC[C@H](c2ccccc2)O1 | · | 18 | · | 0 | · | 0 | 0 | 0 | 7
Nc1nc(N2CCN(c3ccccc3)CC2)n[nH]1 | -2 | 14 | -3 | -2 | -3 | -9 | -1 | 6 | 5
CCNc1ccc(C(=O)OCC)cc1NC(=O)c1cc(S(=O)(=O)N2CCOCC2)ccc1C | 0 | -1 | 2 | 0 | -2 | -3 | 7 | -5 | -4
N#C/C(=C\c1ccc(-c2ccccc2[N+](=O)[O-])o1)C(=O)Nc1nc(-c2cccs2)cs1 | -13 | 19 | 12 | 30* | 19 | -9 | 4 | 16 | 22
CCN(CC)C1=CC(=O)OC12CCCCC2 | -4 | -6 | -2 | 0 | -1 | -5 | 9 | 6 | 2
CCCOc1ccccc1NC(=O)CC1Nc2ccccc2NC1=O (centres undefined) | -9 | 9 | -16 | 12 | -4 | -3 | -3 | 4 | -8
Cc1cc(N2CCN(C)CC2)nc2ccc(NC(=O)c3ccc4c(c3)OCO4)cc12 | 3 | 27 | 9 | 10 | -7 | 1 | 0 | 8 | 2
O=C(c1sc2cccc(F)c2c1Cl)N1CCN(c2ncccn2)CC1 | -1 | 6 | 3 | -2 | -1 | -1 | 0 | 4 | -7
CCN(CC)CCN(C(=O)c1ccc2ccccc2c1)c1nc2ccc(F)cc2s1 | 2 | 3 | -1 | 4 | -1 | -1 | 2 | -2 | -2
COc1cccc(NC(=S)NCCC(c2ccccc2)c2ccccc2)c1 | -20 | -14 | -34 | -1 | -17 | -6 | -2 | 4 | -17
O=C(Cn1ncc2c([nH]c3ccccc32)c1=O)NCCc1ccc(Cl)cc1 | -22 | -8 | -38 | -1 | -10 | -4 | -8 | -19 | -20

Among those listed so far, these have two or more sulfur atoms.
SMILES | LYPLA1 counter | PREPL inhibitor | LYPLA2 counter | pPAFAH inh | GSTO1 counter | PAD4 FP inh | PAFAH1B2 FP inh | PAFAH1B3 inh | PAFAH2 inh
CSCCC(NS(=O)(=O)c1ccc(C)cc1)C(=O)NC1CCCCCC1 (centres undefined) | 2 | 18 | 6 | -3 | 6 | -4 | 14 | 8 | 7
Cc1cccc2sc(NC(=O)CCNS(=O)(=O)c3cccs3)nc12 | -4 | 0 | -4 | 4 | 3 | 1 | 1 | -6 | -3
Nn1cc(-c2ccccc2)nc1SCC(=O)N1CCN(S(=O)(=O)c2ccc3ccccc3c2)CC1 | -1 | 18 | 4 | 2 | -14 | 0 | 0 | -3 | 3
CS(=O)(=O)Nc1cccc(C2=NN(S(C)(=O)=O)C(c3ccc4c(c3)OCO4)C2)c1 (centres undefined) | -3 | -8 | 5 | -3 | 0 | -1 | 6 | 10 | 6
CCc1nnc(NS(=O)(=O)c2ccc(N=Cc3c(C)[nH]n(-c4cccc(Cl)c4)c3=O)cc2)s1 | -6 | 16 | 1 | -3 | -4 | -1 | 5 | 2 | 0
Cc1ccc(Nc2nc(-c3sc(C)nc3C)cs2)cc1 | 1 | 46* | 6 | 17 | 8 | 1 | 0 | -2 | 1
COCCn1c(=NC(=O)c2ccc3c(c2)OCCO3)sc2cc(S(N)(=O)=O)ccc21 | 0 | 6 | 0 | -3 | -5 | -2 | 4 | 3 | -3
N#C/C(=C\c1ccc(-c2ccccc2[N+](=O)[O-])o1)C(=O)Nc1nc(-c2cccs2)cs1 | -13 | 19 | 12 | 30* | 19 | -9 | 4 | 16 | 22

Screens (PubChem BioAssay)

An excerpt (hit frequency here may not be typical).
